All columns: NCI-60 one-dose screen, growth in % after 48 h at 10 µM unless noted; 100 = growth as untreated, 0 = no growth, -100 = all killed.
U251: U251 CNS tumor cells. actives 5.4% (n = 80,000). AID 1794753
SF-268: SF-268 CNS cancer cells; actives 3.1% (n = 82,000); AID 1794759
SF-539: SF-539 CNS cancer; actives 6.8% (n = 81,000); AID 1794752
DU-145: DU-145 prostate cancer | actives 4.2% (n = 81,000)
OVCAR-8: OVCAR-8 ovarian cancer; actives 4.4% (n = 81,000)
SNB-19: SNB-19 CNS cancer cells | actives 2.5% (n = 81,000)
PC-3: PC-3 prostate cancer cells; actives 3.9% (n = 80,000)
SF-295: SF-295 CNS cancer cells; actives 5.6% (n = 79,000); AID 1794758
OVCAR-3: OVCAR-3 ovarian cancer. actives 7% (n = 79,000)
The depositor's hits bear a star; · = not tested or not shown; & = joins results of further samples. Rule for the calls: active = growth percent below 10; inactive = the rest. Rows were taken by chance. About 10% of those tested had a hit in this group.

Values run as follows: U251	SF-268	SF-539	DU-145	OVCAR-8	SNB-19	PC-3	SF-295	OVCAR-3
C=C1CC[C@@H]2[C@](C)(COC(C)=O)[C@H](OC(C)=O)CC[C@@]2(C)[C@@H]1CC(Nc1ccc(S(=O)(=O)Nc2nc(C)cc(C)n2)cc1)C1=CCOC1=O (some centres not stated)
  48	93	·	82	62	100	65	97	45
CCOC(=O)c1cnc2c(-c3nc4ccccc4s3)c(Nc3ccccc3)[nH]n2c1=O
  38	73	66	98	53	40	41	77	84
Cn1ncc2c(Nc3ccc(Br)cc3)nc(Nc3ccc(Br)cc3)nc21
  33	58	65	68	60	71	·	40	68
CCOC(=O)N1c2ccccc2C=CC1C#N (configuration not stated)
  99	105	113	108	94	113	109	90	106
NNC(=O)C(CO)c1ccccc1 (configuration not stated)
  109	99	93	103	107	100	93	90	104
Cc1ccc(CNc2ccc(Cl)cc2)cc1
  98	97	102	112	104	102	104	98	106
C#CCn1cnc2c(Nc3cccc(NC(=O)CCl)c3)ncnc21
  19	35	45	44	50	59	29	60	32
CCCCN1C(=O)/C(=c2\sc3n(c2=O)NC2C(N=3)N(CC)C(=S)N2CC)c2ccccc21 (configuration not stated)
  89	85	96	99	91	91	73	95	89
COc1cccc(NCc2nnc(Nc3ccc(Cl)cc3)c3ccccc23)c1
  -56*	2.5*	-10*	8.3*	3.0*	18	-14*	-23*	-54*
COc1ccc(C(SCCNCc2cc(N(C)C)ccn2)(c2ccccc2)c2ccccc2)cc1
  -34*	22	-93*	7.1*	-5.3*	·	2.1*	-59*	-1.4*
C=CCn1c(=O)c2cnc(Nc3ccc(N4CCN(C)CC4)cc3)nc2n1-c1cccc(C(C)(C)O)n1
  17	31	-26*	17	8.8*	27	28	35	-8.6*
O=C(c1nc2ccccc2[nH]1)C1C(c2ccc(Br)cc2)C2CC3CCCC[C@H]3N2[C@@]12C(=O)Nc1cc(Cl)ccc12 (some centres not stated)
  44	42	56	52	58	50	28	32	34
Cc1ccc(S(=O)(=O)NC(=O)NN2CC3CCCC3C2)cc1 (configuration not stated)
  100&96	105&115	103&102	116&115	102&99	106&112	104&100	104&104	109&119
CN(O)C1=c2ccccc2=NC1=O
  100	99	97	108	103	104	86	102	107
Fc1cccc(-n2ncc3c(Nc4ccc(OCc5ccccc5)cc4)ncnc32)c1
  94	92	93	100	85	94	78	92	103
Cc1c(C(c2ccccc2)c2[nH]c3ccccc3c2C)[nH]c2ccccc12
  90	90	94	104	·	96	71	101	93
N#Cc1ccc2[nH]c3nccc(NCc4ccccc4)c3c2c1
  100	104	94	98	99	106	93	126	111
COc1ccc(Cn2ccc3nc(Cl)nc(Cl)c32)cc1
  99	103	100	94	97	100	·	104	108
CCCCCN1C=C/C(=C\C(=O)N(C)c2ccc(C(F)(F)F)cc2)c2ccccc21
  92	95	98	107	87	93	91	91	96
CCCc1nc2ccccc2c(=O)n1CC(=O)n1nc(C)cc1C
  103	106	95	116	103	93	·	115	105
CCCNC(=O)c1sc2ncnc(Nc3ccc(NC(=O)Nc4cccc(OC)c4)cc3)c2c1C
  83	98	70	95	93	89	·	104	100
Cc1ccc(/C=N/NC(=O)c2ccc(OCc3nc4ccc(Cl)cc4[nH]3)cc2)cc1
  58	73	81	32	72	74	38	35	102
O=C1CCC(=O)N1Cc1ccccc1
  101	95	105	105	108	110	100	102	102
N[C@H](Cc1c[nH]c2ccccc12)C(=O)O
  106	103	110	116	107	103	75	106	107
O=C(Cn1nncc1CN1C(=O)CSC1=O)Nc1cccc(Cl)c1
  103	101	101	111	102	105	101	100	109
CC(C)(CNc1ccccc1)[N+](=O)[O-]
  106	105	101	106	102	100	92	104	106
Cc1ccc(C(C)C)cc1OCO
  98	108	102	104	104	114	84	115	109
O=C(Nc1ccccc1[N+](=O)[O-])c1ccc(Cl)c(Cl)c1
  86	90	89	102	95	101	80	93	97
CC(C)C1=C[C@@]23CC[C@H]4C(C)(C(=O)NCCCCCCN)CCC[C@]4(C)[C@H]2C[C@@H]1[C@H]1C(=O)CCC(=O)[C@H]13 (some centres not stated)
  93	95	95	104	94	96	76	92	·
N#Cc1cccc(-c2nc(N)n(-c3nc4ccccc4s3)n2)c1
  97	99	96	110	93	95	102	101	112

Copied from the list.
For PC-3, `Fc1cccc(-n2ncc3c(Nc4ccc(OCc5ccccc5)cc4)ncnc32)c1` has 78
For SF-268, `O=C(c1nc2ccccc2[nH]1)C1C(c2ccc(Br)cc2)C2CC3CCCC[C@H]3N2[C@@]12C(=O)Nc1cc(Cl)ccc12` (some centres not stated) has 42
For SF-268, `O=C(Cn1nncc1CN1C(=O)CSC1=O)Nc1cccc(Cl)c1` has 101

Next structures follow:
Values run as follows: U251	SF-268	SF-539	DU-145	OVCAR-8	SNB-19	PC-3	SF-295	OVCAR-3
CC(=O)/C(C)=N/O
  101	102&95	96&100	110&103	105	102&98	98&95	95&96	107&102
O=C1C=C(OCC=C(Cl)Cl)C(=O)c2ccccc21
  76	94	93	77	71	99	81	93	32
O=C(Nc1ccccc1)OCCOc1ccc(Cl)cc1Cl
  100&102	110&118	105&114	102&123	93&100	97&111	87&100	89	122&124
COc1cc2nc(-c3ccc(Cl)cc3)cc(OCCN3CCOCC3)c2cc1OC
  101	98	94	97	101	100	94	100	113
N/N=c1\nc2c(cnn2-c2ccccc2)c2[nH]n3c(C(F)(F)F)nnc3[nH]n12
  102	99	102	110	99	97	95	95	106
O=C(Nc1cc(=O)[nH]c(SCC(=O)N2CCN(c3cc4c(cc3F)c(=O)c(C(=O)O)cn4C3CC3)CC2)n1)c1ccc(Cl)cc1
  91	100	103	108	90	94	95	98	108
CC1Cc2c(Cl)ncnc2N(C)c2ccc(F)cc21 (configuration not stated)
  90	94	98	110	92	104	88	91	106
COc1cc(NCC(=O)Nc2cc(Nc3c(F)cccc3F)ncn2)c(Cl)c(OC)c1Cl
  103	96	104	106	100	94	91	92	101
COc1ccc(-c2c[nH]c(C(=O)O)c2-c2cc(OC)cc(OC)c2)cc1
  102	98	94	104	104	102	100	93	110
CCOC(=O)C1=NNC(C(=O)OCC)C1C(=O)OCC (configuration not stated)
  101	111	102	114	109	114	95	112	116
O=[N+]([O-])c1ccc(O)c(/C=N/N2CCCCC2)c1
  102	101	99	107	99	·	101	94	111
CCCC1CCC(O)(C(C)(O)C(=O)NC2C(=O)N3NCCCC3C(=O)N(O)C(C)C(=O)N3NCCCC3C(=O)N3NCC(O)CC3C(=O)NC(C)C(=O)OC2C(C)C)OC1CC (configuration not stated)
  -74*	-82*	-95*	-99*	-72*	-82*	-86*	-85*	-90*
O=C(Cn1c(/C=C/c2cccc([N+](=O)[O-])c2)nc2ccccc2c1=O)Nc1ccccc1
  12	79	8.7*	69	36	81	78	68	55
O=C(COc1ccccc1)OC1CCCCC1C1CCCCC1 (configuration not stated)
  93	103	104	110	102	96	93	110	108
N#Cc1c(-c2ccc(F)cc2)nc(NCCO)[nH]c1=O
  102	99	94	101	102	117	93	101	109
CCOC(=O)CC1CSC(N/N=C/c2ccc(F)c(F)c2)=N1 (configuration not stated)
  97	96	107	102	96	112	84	103	101
O=C(C(=O)c1ccc(O)cc1O)c1ccc(O)cc1O
  92	98	85	117	115	84	124	79	117
Oc1ccc(-c2nc3c4c(-c5ccccc5)c(-c5ccccc5)oc4ncn3n2)cc1
  ·	104	96	104	104	105	96	104	108
CCOC(=O)c1csc(NC(=O)c2ccc(N3CCOCC3)c([N+](=O)[O-])c2)n1
  103	100	99	110	104	96	·	100	105
O=C(/C=C/c1cccc(C(F)(F)F)c1)Nc1ncc(Cc2cccc(Cl)c2)s1
  100	90	104	94	101	101	94	98	109
O=C(CNc1cccc(Cl)c1)Cn1cc(COc2ccc(C=Nc3cnc4ccccc4c3)cc2)nn1
  97	112	101	122	104	100	117	108	131
CC(=O)Oc1cc(O)c2c(=O)c(OC(C)=O)c(-c3ccc(OC(C)=O)c(OC(C)=O)c3)oc2c1
  45	68	48	85	73	76	85	100	76
C/C(=C(/c1ccccc1)c1ccc(OCC(O)CNCCN2CCOCC2)cc1)c1ccccc1 (configuration not stated)
  33	78	73	68	78	91	65	71	78
CN=C(NC)c1ccc(NC(=O)c2ccc(C(=O)Nc3ccc(C(=NC)NC)cc3)c(N)c2)cc1
  105	107	108	108	100	103	94	95	110
Cc1c(-c2nn(-c3ccccc3)cc2/C=N\O)nnn1-c1ccc(F)cc1
  92	87	100	96	97	88	91	97	109
N#CC(C#N)=Cc1cc2ccccc2nc1Sc1ccc(Br)cc1
  88	87	99	105	92	91	76	95	101
CSc1nc2ccccc2cc1/C=[N+](\[O-])c1ccccc1
  46	57	20	88	39	73	41	87	67
COc1ccc(CN2C(=O)N(c3cccnc3Cl)S(=O)(=O)c3ccccc32)cc1F
  113	107	102	104	105	96	97	98	112
COc1ccc(-c2nc(-c3ccccc3)c(-c3ccccc3)n2CCCCC(=O)O)cc1
  89	100	103	108	95	98	94	88	111
Cn1c(N)nc2nc[nH]c2c1=S
  104	97	93	103	·	93	100	96	97

In another format: entries from further up.
| smiles | U251 | SF-268 | SF-539 | DU-145 | OVCAR-8 | SNB-19 | PC-3 | SF-295 | OVCAR-3 |
| --- | --- | --- | --- | --- | --- | --- | --- | --- | --- |
| Cn1c(N)nc2nc[nH]c2c1=S | 104 | 97 | 93 | 103 | · | 93 | 100 | 96 | 97 |
| COc1ccc(-c2c[nH]c(C(=O)O)c2-c2cc(OC)cc(OC)c2)cc1 | 102 | 98 | 94 | 104 | 104 | 102 | 100 | 93 | 110 |
| COc1cc(NCC(=O)Nc2cc(Nc3c(F)cccc3F)ncn2)c(Cl)c(OC)c1Cl | 103 | 96 | 104 | 106 | 100 | 94 | 91 | 92 | 101 |
| CCOC(=O)c1csc(NC(=O)c2ccc(N3CCOCC3)c([N+](=O)[O-])c2)n1 | 103 | 100 | 99 | 110 | 104 | 96 | · | 100 | 105 |
| O=C(Nc1cc(=O)[nH]c(SCC(=O)N2CCN(c3cc4c(cc3F)c(=O)c(C(=O)O)cn4C3CC3)CC2)n1)c1ccc(Cl)cc1 | 91 | 100 | 103 | 108 | 90 | 94 | 95 | 98 | 108 |
| CCOC(=O)CC1CSC(N/N=C/c2ccc(F)c(F)c2)=N1 (configuration not stated) | 97 | 96 | 107 | 102 | 96 | 112 | 84 | 103 | 101 |

Later entries.
Values run as follows: U251	SF-268	SF-539	DU-145	OVCAR-8	SNB-19	PC-3	SF-295	OVCAR-3
COc1cc(CNC(=O)/C=C/c2ccccc2)ccc1OCc1cn(-c2cccc([N+](=O)[O-])c2)nn1
  102	100	94	100	94	93	96	98	103
O=C(/C=C/c1cccc(Cl)c1)c1cccc(OCCCOc2cccc(C(=O)/C=C/c3cccc(Cl)c3)c2)c1
  76	99	106	108	98	101	100	95	102
COc1cc(OC)c2c(c1Cl)O[C@]1(C2=O)C(OCc2ccccc2)=CC(=NCCC(=O)O)C[C@H]1C
  100	108	96	108	107	99	81	98	121
CCN(CC)CCCCCNc1cc(Cl)c(Cl)cc1[N+](=O)[O-]
  91	89	88	101	93	98	75	105	97
Cc1cc(=O)oc2c(O)c(O)ccc12
  96&90	91	108&102	102&121	106&100	95&97	98&100	97&111	95&117
Cc1c(-c2ccccc2)nc(NCc2ccco2)c(C#N)c1C#N
  88	91	89	81	89	89	79	85	103
CN(C)C(=S)SCCCCCC(=O)O
  99	116	106	117	100	104	97	102	126
CCOCCOC(=O)Nc1ccc(C)c(NC(=O)OCCOCC)c1
  98	108	101	111	111	105	99	105	111
COC(=O)c1ccc(Cn2cc(CSc3nc4ccccc4o3)nn2)cc1
  106	99	96	96	109	99	103	106	100
CCc1cc(N)c(S(=O)(=O)O)cc1Cl
  98	96	114	112	101	106	100	114	113
Cc1occc1-c1nnc(SCC(=O)Nc2ncc(Cc3ccccc3)s2)n1N1C(=O)CSC1=S
  92	81	69	97	99	94	97	101	107
Cc1nc2ncc(C(=O)N/N=C/c3ccc(O)cc3)c(=O)n2[nH]1
  92	94	110	116	85	100	94	100	110
O=C(COc1ccc(-c2nc3ccc([N+](=O)[O-])cc3[nH]2)cc1)N=Nc1c(O)[nH]c2ccccc12
  108	102	100	107	109	94	101	102	108
CCCC(N)=O
  99	104	105	114	119	109	100	·	112
COc1c(O)cc(Br)c(C=O)c1[N+](=O)[O-]
  99	96	95	101	102	99	87	·	102
O=C(O)c1ccc(Cl)cc1Nc1ccc(F)cc1
  52	62	94	87	74	87	84	73	7.0*
CN1CCC(=C2c3ccccc3Sc3ccccc32)CC1
  84	81	96	101	97	96	72	98	105
CCOC(=O)/C(C#N)=C\c1ccc(Cl)c(Cl)c1
  100	111	122	112	95	101	98	95	122
CC(C)C[C@H](NC(=O)[C@@H](Cc1ccccc1)n1ccc(Nc2ccccc2)cc1=O)B(O)O
  5.7*	-32*	-18*	35	8.2*	18	21	-21*	-61*
COc1ccc(-c2c(C)noc2-c2ccc(O)cc2O)cc1
  94	82	·	64	100	104	72	98	81
Cc1ccc(Cl)cc1NCN1C(=O)c2ccccc2C1=O
  113	105	98	110	107	95	82	127	111
CS(=O)C1=NCC(c2c(N)n[nH]c2-c2ccc(Cl)cc2)=N1 (configuration not stated)
  97	95	88	100	84	79	97	117	67
O=C(CSc1ccc2nnc(-c3cccc(F)c3)n2n1)Nc1ccc2c(c1)OCO2
  70	51	84	77	53	100	40	92	48
N#Cc1cccc(NS(=O)(=O)c2ccc(-c3ccc(Cl)cc3Cl)cc2)c1
  88	91	99	99	87	96	81	78	96
CC(=O)[C@@]1(O)CCC2C3CCC4=CC(=O)CC[C@]4(C)C3CC[C@@]21C (some centres not stated)
  100	102	110	107	96	100	99	92	102
Cc1ccc(NC(=O)CCS)cc1
  105	111	97	117	103	98	104	110	119
Nc1cccc(N=Nc2c(S(=O)(=O)O)cc3cc(NC(=O)Nc4ccc5c(O)c(N=Nc6cccc(N)c6)c(S(=O)(=O)O)cc5c4)ccc3c2O)c1
  103	100	100	108	106	105	93	104	111

Source: PubChem
